# Screens as filed in PubChem.
# HSP90 inh: HSP90 inhibitors, primary screen, cell lysate, luminescence | Heat shock protein HSP 90 (rabbit reticulocyte lysate; luciferase refolding) | 0.91% of 290,000 active | inhibition, % at 5.6 µM | AID 1789, 2009 | Rabbit reticulocyte lysate, luciferase refolding luminescence, 3 h;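 active = inhibition above the screen-wide mean plus 3 SD, computed separately per campaign, cut at about 16% in these data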;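 also: 0% = DMSO wells and 100% = 60 µM geldanamycin wells; inhibitors lower the luminescence because luciferase stays unfolded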
# GSK3 alpha inh: blockers of GSK3A enzyme activity – biochemical, luminescence, cell-free homogeneous, HTS, primary screen | 0.1% of 320,000 active | inhibition, % at 10 µM | AID 2650, 2010 | Glycogen synthase kinase-3 alpha (Homo sapiens), P49840 | GSK-3 alpha kinase, ADP-Glo luminescence, 60 min;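 in the data active = inhibition above about 50%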;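 also: GST-tagged GSK-3 alpha with peptide substrate and 25 µM ATP; 0% = DMSO neutral wells and 100% = GW8510 positive control wells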
# Target sequence (P49840 whole entry, looked up): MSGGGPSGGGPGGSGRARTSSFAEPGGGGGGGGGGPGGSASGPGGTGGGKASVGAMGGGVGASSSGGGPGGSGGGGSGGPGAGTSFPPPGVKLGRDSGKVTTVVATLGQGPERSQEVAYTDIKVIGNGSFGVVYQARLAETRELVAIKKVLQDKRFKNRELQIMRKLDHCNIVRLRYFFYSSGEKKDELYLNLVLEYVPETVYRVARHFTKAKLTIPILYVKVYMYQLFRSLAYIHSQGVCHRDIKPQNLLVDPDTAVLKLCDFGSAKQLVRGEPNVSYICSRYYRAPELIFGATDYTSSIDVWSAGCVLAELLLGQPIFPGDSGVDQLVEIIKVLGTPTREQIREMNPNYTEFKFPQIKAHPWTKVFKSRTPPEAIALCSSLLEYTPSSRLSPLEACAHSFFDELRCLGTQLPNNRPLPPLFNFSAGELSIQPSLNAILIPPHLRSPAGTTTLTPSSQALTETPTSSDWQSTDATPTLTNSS
# HSF1 inhib: HSF1 inhibitors in luciferase reporter cells, primary screen, cell-based, NIH3T3, luminescence. NIH3T3-HGL HSE-luciferase, MG132-induced, luminescence 8 h; active compounds read low. activity change, negative = inhibition, % at 7.5 µM (by protocol). 0.77% of 300,000 active. AID 2098, 2009;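 active = more than half of replicate wells show activity change below -50%, luminescence cut by over half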;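 also: luciferase reports HSF-1 transcriptional activity via heat shock element; 0% = median of DMSO wells and -100% = zero luminescence signal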
# HDAC3 inhib: HDAC3 deacetylase inhibitors, primary screen, biochemical, fluorescence, cell-free homogeneous. Histone deacetylase 3 (Homo sapiens), O15379. recombinant HDAC3, fluorogenic peptide/trypsin coupled. inhibition, % at 8.3 µM. 0.15% of 320,000 active; in the data active = inhibition above about 26%, passing the limit was not always enough
# Target sequence (O15379 whole entry, looked up): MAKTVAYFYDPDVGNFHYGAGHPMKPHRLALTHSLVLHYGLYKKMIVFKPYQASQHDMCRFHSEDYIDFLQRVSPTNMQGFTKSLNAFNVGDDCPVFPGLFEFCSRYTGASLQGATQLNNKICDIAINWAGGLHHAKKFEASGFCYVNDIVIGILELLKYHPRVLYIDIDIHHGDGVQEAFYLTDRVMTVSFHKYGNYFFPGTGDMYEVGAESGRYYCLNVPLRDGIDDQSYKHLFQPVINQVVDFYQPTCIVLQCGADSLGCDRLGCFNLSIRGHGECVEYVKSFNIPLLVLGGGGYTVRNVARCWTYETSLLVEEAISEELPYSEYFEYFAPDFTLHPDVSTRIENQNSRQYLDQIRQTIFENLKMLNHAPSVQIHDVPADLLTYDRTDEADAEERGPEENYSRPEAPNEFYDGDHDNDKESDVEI
# Platelet DG rel: inhibitors of platelet dense granule secretion, primary screen, cell-based, MLPCN, human platelets. human platelet-rich plasma, SFLLRN dense granule ATP release, luminescence. inhibition, %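 (compounds screened at 7.5 µM in platelet-rich plasma)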. 0.22% of 300,000 active. AID 1663, 2009;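 active = mean replicate score, as percent of positive control, at or above 50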
# PolyA inh: polyadenylation inhibitors in yeast reporter cells, primary screen, luminescence, S. cerevisiae. S. cerevisiae SKY197-pL101 polyadenylation reporter, beta-gal luminescence; efflux-impaired pdr1/pdr3 knockout yeast; score 100 = 6 SD above DMSO. calls only at 12 µM. 0.02% of 300,000 active. AID 1875, 2009;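 active = lowest replicate activity score at least 50, where 100 means six control SD above control mean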;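 also: yeast exposed to compound for 9 h at 30 °C; higher score means more reporter readthrough which indicates perturbed polyadenylation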
# AI-2 QS mod: Vibrio harveyi AI-2 quorum sensing modulators, primary screen, JMH597 strain, luminescence/OD600 ratio; Vibrio harveyi JMH597 AI-2 luminescence/OD600 ratio, 9 h; active compounds read low; strain lacks LuxN and CqsS sensors; 0 = neutral-control median; AID 2094, 2009; 0.4% of 300,000 active; activity change, % at 7.5 µM; in the data active = activity change below about -75%, passing the limit was not always enough;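 also: luminescence divided by OD600 gain over 9 h not by final OD600 alone; inactives centre near 13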
# Dyrk1A ADPGlo: rat Dyrk1A kinase inhibitors, primary screen, biochemical, single point, plate reader. ADP-Glo luminescence, NFATc1 peptide. inhibition, % at 12.5 µM. 0.43% of 310,000 active. AID 504441, 2011; in the data active = inhibition above about 50%;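 also: plate controls were vehicle with enzyme for no effect and no enzyme for full effect; many of its hits are not listed in these tables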
# GSK3B inh: human GSK3beta kinase inhibitors, primary screen, biochemical, cell-free homogeneous, HTS | Glycogen synthase kinase-3 beta (Homo sapiens), P49841 | GST-GSK3beta kinase, ADP-Glo luminescence, 60 min; active compounds read low | activity score (negative = inhibition), % at 10 µM | 0.038% of 300,000 active;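 active = more than half of replicate wells score below -50%, meaning over 50% inhibition versus plate controls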;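 also: 0% = median DMSO wells and -100% = median GW8510 positive control wells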
#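 Test system – GST-tagged human GSK3beta kinase, cell-free · Incubation – 60 min enzyme reaction, room temperature · Signal – ADP-Glo luminescence · Also added – peptide substrate and ATP at 25 µM · Controls – DMSO neutral wells and GW8510 at 20 µM as positive · Buffer or medium – Tris/MgCl2 kinase buffer · Measure – Luminescence-derived activity versus plate DMSO and GW8510 wells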
# HSF1 activator: HSF-1 activators, primary screen, NIH3T3-HGL cells, MG132 stress, luminescence, single point; NIH3T3-HGL HSF-1 luciferase reporter, 8 h; 100% = twice DMSO control signal; activation, % at 9 µM; 1.7% of 300,000 active;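 active = mean replicate activation of at least 50% with a set share of replicates each reaching 50%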;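 also: 0% = median of the neutral control wells and 100% = twice that signal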
# The depositor's hits bear a star; i = inactive; · = not tested or not shown. A portion of the library, so the mix of outcomes need not match the whole.
SMILES,HSP90 inh,GSK3 alpha inh,HSF1 inhib,HDAC3 inhib,Platelet DG rel,PolyA inh,AI-2 QS mod,Dyrk1A ADPGlo,GSK3B inh,HSF1 activator
COc1ccc(S(=O)(=O)N2CCN(C)CC2)cc1NC(=O)c1ccccc1C,0,-5,4,0,7,i,29,2,4,4
Cc1cccc(N2CCN(C(=O)c3cccc(NC4=NC5CS(=O)(=O)CC5S4)c3)CC2)c1C (stereo not drawn),-1,2,8,-2,-6,i,-3,-4,5,13
O=C(O)c1c(Cl)c(Cl)c(Cl)c(Cl)c1C(=O)N1CCCCCC1,2,-6,0,-1,5,i,12,·,3,-4
O=C(Nc1ccc(C(=O)O)cc1)/C(=C\c1ccco1)NC(=O)c1ccco1,4,-1,-3,1,13,i,-4,4,1,5
O=S(=O)(Cc1ccc(Cl)cc1)Nc1ccc2c(c1)OCO2,1,-4,3,4,20,i,15,2,3,27
O=C(NCCN1CCOCC1)Nc1ccc(Cl)cc1Cl,-2,-2,-1,2,1,i,-11,-1,-6,7
Cc1c(C)c(C)c(CO/N=C/c2cccs2)c(C)c1C,2,0,-10,7,5,i,6,1,0,5
CCOC(=O)c1cc2sccc2n1Cc1ccc(C#N)cc1,1,-2,10,-4,-8,i,9,-1,0,10
COc1ccc(NC(=O)c2ccco2)cc1S(=O)(=O)N1CCCCC1,-3,0,-6,3,-18,i,11,-4,0,-20
O=C(CSc1nc(=O)n(CCN2CCOCC2)c2c1CCCC2)Nc1ccc(F)cc1F,·,-2,-2,0,15,i,13,12,2,6
CC(C)CC(=O)Nc1c2c(nn1-c1ccc(F)cc1)CS(=O)C2 (stereo not drawn),-4,1,-42,-2,-1,i,14,0,1,-54
CCN(CC)c1ccc(Nc2cc3n(c(=O)n2)CCc2cc(OC)c(OC)cc2-3)cc1,-5,-1,-2,3,20,i,10,2,-3,-10
Cc1cc(NC(=O)CCCn2nc([N+](=O)[O-])cc2C)no1,6,-2,-1,-6,5,i,6,-5,-3,-18
c1ccc(-c2nc(NCC3CCCO3)c3oc4ccccc4c3n2)cc1 (stereo not drawn),2,0,9,3,-2,i,5,10,0,9
Cc1cc(/C=N/NC(N)=S)c(O)c(/C=N/NC(N)=S)c1,-3,4,-3,5,2,i,-1,-8,1,-13
C=CCNc1nc(-c2ccccn2)nnc1-c1ccccc1,8,-2,-4,3,1,i,4,1,-2,-2
CSc1ccc(/C=N/N2CCN(c3ccccc3)CC2)cc1,5,2,-1,3,6,i,19,-15,-2,10
CCN(CC)S(=O)(=O)c1ccc(Br)c(OC)c1,-1,-1,2,2,6,i,11,-2,2,-18
Cc1cc(NC(=O)CCC(=O)N(CC(=O)NCC2CCCO2)c2ccccc2C)no1 (stereo not drawn),6,-5,-2,0,·,i,11,-7,0,-7
CC(=O)CCc1c(C)[nH]c2ccccc2c1=O,1,-3,-4,-3,8,i,19,-3,2,-20
c1cc(CNCCCN2CCOCC2)ccn1,-1,-1,-5,-5,0,i,17,-4,0,-19
COc1cccc(CNC(=O)C2CCC(CNc3nc(=S)[nH]c4ccccc34)CC2)c1 (stereo not drawn),-4,·,5,·,1,i,20,-1,-1,1
N#Cc1c(-c2ccccc2)cc(C2CC2)nc1N,6,1,-3,-9,-1,i,40,10,-1,-7
O=C(C1CCCO1)N1CCN(C(=S)Nc2ccccc2C(F)(F)F)CC1 (stereo not drawn),-2,-1,3,1,-9,i,11,-1,0,2
COc1ccccc1C1CC(=O)Nc2cc3c(cc21)OCCO3 (stereo not drawn),4,2,-17,4,-1,i,4,-7,0,-23
# (cont.)
SMILES,HSP90 inh,GSK3 alpha inh,HSF1 inhib,HDAC3 inhib,Platelet DG rel,PolyA inh,AI-2 QS mod,Dyrk1A ADPGlo,GSK3B inh,HSF1 activator
O=C(NC1CCN(Cc2ccccc2)CC1)C12CC3CC(CC(C3)C1)C2,-7,1,0,0,4,i,20,-3,-4,14
O=S(=O)(c1ccc2nnn(O)c2c1)N1CCCCC1,-3,-1,-5,5,-5,i,12,-7,-1,1
CC(=O)Nc1ccc(/C=C(\C#N)C(N)=O)cc1,2,-2,-3,2,2,i,19,1,-6,-5
Cc1nn(C)cc1S(=O)(=O)N1CCN(c2ccccc2)CC1,5,0,-5,-2,0,i,11,-2,-21,7
CC1COC(Cn2c3ccccc3c3ccccc32)O1 (stereo not drawn),1,3,-5,0,-2,i,17,1,2,0
CC(NS(=O)(=O)c1ccccc1)C(=O)NCc1ccco1 (stereo not drawn),-1,-1,-4,-8,-9,i,9,5,4,3
CC1C(=O)Nc2ccc(S(=O)(=O)N3CCN(c4ccccc4F)CC3)cc2NC1=O (stereo not drawn),-1,3,0,-1,2,i,21,2,-2,-6
CCn1c(SCC(=O)NCc2ccco2)nc2ccccc2c1=O,-1,1,5,-1,-1,i,23,·,-1,15
CCN(c1ccccc1)S(=O)(=O)c1cc([N+](=O)[O-])ccc1N,-2,-1,3,5,0,i,26,2,-1,2
O=[N+]([O-])c1ccc(/C=N/Nc2nc(-c3ccccc3)c3cc(Br)ccc3n2)o1,2,-1,-5,-1,-3,i,35,8,3,2
O=C(c1ccccc1[N+](=O)[O-])N1N=C(c2ccccc2)CC1(O)C(F)(F)F (stereo not drawn),0,-1,19,1,4,i,18,·,-1,49
O=C(CCCN1C(=O)CCC1=O)Nc1ccc(Br)cc1F,3,-3,3,-7,-10,i,15,-1,0,-8
Cc1nnc(SCC(=O)Nc2sc3c(c2C#N)CCCCC3)n1N,3,19,4,4,5,i,9,30,1,21
CCO[C@H]1OC(C(=O)NCc2nc3ccccc3[nH]2)=C[C@@H](c2csc3ccccc23)[C@@H]1CCCO,10,-2,1,5,0,i,24,-4,-4,-12
FC(F)(F)c1nnc2n1N=C(c1cccs1)CS2,-2,0,-4,6,4,i,17,-4,2,4
C=CCn1c(NCc2ccc(OC)cc2)nc2ccccc21,-4,0,20,-4,9,i,10,-3,-1,20
Cc1ccc(S(=O)(=O)NCCCNS(=O)(=O)c2ccccc2)cc1,25*,-5,-1,2,1,i,1,9,-2,-13
CC(C)N1CCCC(CNC(=O)CCc2nnc(CCCCc3ccccc3)o2)C1 (stereo not drawn),-1,0,-6,-3,-3,i,25,-3,2,-7
O=C(C1CCCO1)N1CCN(S(=O)(=O)c2ccccc2)CC1 (stereo not drawn),0,-5,-5,7,5,i,26,0,5,-7
O=C(NC1CCCCCC1)c1ccc(-n2cnnc2)cc1,0,0,-5,12,4,i,8,3,-1,-4
COc1ccc(Cc2nc(C(=O)Nc3ccc(Cl)cc3)cs2)cc1,5,-2,-9,-5,-3,i,-15,2,-3,1
CCc1nnc(NC(=O)c2ccc(COc3ccccc3)o2)s1,-1,0,-5,12,-1,i,2,-1,0,8
Cc1cccc(N2CCN(C(=O)NCc3ccc(Cl)cc3)CC2)c1,-2,-1,12,-1,2,i,18,-6,2,12
O=C(O)c1cccc(Cn2c(Cl)c(/C=N/NC(=O)c3cc4ccccc4cc3O)sc2=O)c1,2,-1,-2,·,1,i,23,39,3,3
Cc1ccc(C2=Nn3c(COc4ccc(Cl)cc4)nnc3SC2CC(=O)O)cc1 (stereo not drawn),-3,-9,0,-8,-1,i,31,4,0,-1
# New compounds follow:
SMILES,HSP90 inh,GSK3 alpha inh,HSF1 inhib,HDAC3 inhib,Platelet DG rel,PolyA inh,AI-2 QS mod,Dyrk1A ADPGlo,GSK3B inh,HSF1 activator
C=CCN(CC=C)C(=O)COC(=O)c1n[nH]c2ccccc12,2,1,4,-4,4,i,7,·,0,20
CSc1ccccc1OCc1cc(C(=O)N(C)CC2COCCO2)no1 (stereo not drawn),2,-4,3,·,-3,i,5,-4,-3,8
O=C(Nc1cccn(Cc2ccc(F)cc2)c1=O)NC1CCCCC1,-2,-1,2,-6,-1,i,-2,-6,0,11
COCc1c(C#N)c(NCCc2ccc(F)cc2)nc(C)c1[N+](=O)[O-],1,1,8,8,-2,i,-2,-2,-2,14
C/C=C/c1ccc(OCCOc2ccc(C=O)cc2)c(OC)c1,-3,1,-11,2,-32,i,-13,-1,1,-3
CCOC(=O)c1ccc(NS(=O)(=O)c2c(C)n(C)c(=O)n(C)c2=O)cc1,-3,-1,-7,-2,19,i,15,5,0,3
O=C(CNC1CCCC1)Nc1ccc(S(=O)(=O)N2CCCCC2)cc1,-6,-1,-9,1,2,i,33,0,-4,6
Nc1ncc([N+](=O)[O-])cc1S(=O)(=O)c1ccccc1,·,-1,-4,6,-2,i,0,·,3,5
COC(=O)Cn1cc(/C=C/c2cc[n+](C)cc2)c2ccccc21,5,-2,-7,16,0,i,-11,·,-2,8
COc1cc2c(=O)n(Cc3ccccc3)c(=O)n(CC(=O)NCCc3ccccc3)c2cc1OC,3,·,6,-4,-4,i,17,-2,1,-3
CN(C)c1ccc(/C=N/NC(=O)c2ccc(Cl)cc2)cc1,-1,1,-1,-1,-2,i,26,-3,1,6
C=CCN1CC(c2nc3ccccc3n2Cc2ccccc2)CC1=O (stereo not drawn),-4,-1,1,-6,1,i,2,0,-1,1
COc1ccc(C(=O)NC(C)c2ccc(-n3ccnc3)cc2)c(OC)c1 (stereo not drawn),0,1,2,-21,-10,i,15,·,-1,-3
COCCCNc1nc2c(c(=O)[nH]c(=O)n2C)n1CC(O)COc1cccc(C)c1 (stereo not drawn),3,-1,3,-3,3,i,21,-7,0,17
CCOC(=O)c1c(C)c[nH]c1C,3,-1,6,10,-5,i,-1,0,1,11
Cc1ccc2c(c1)nnn2C1CCN(S(=O)(=O)c2ccc(C(=O)N(C)C3CCCCC3)cc2)CC1,-4,2,-4,-3,1,i,5,13,1,-2
Cc1ccccc1NC(=S)N1CCN(Cc2ccc3c(c2)OCO3)CC1,2,-2,4,4,5,i,25,-2,1,-8
Cn1c(=O)c(-c2cc(=O)[nH][nH]2)c(O)c2ccccc21,4,1,-11,-4,0,i,27,-1,-1,-2
CCN(CC)S(=O)(=O)c1ccc(/C=C/C(=O)N(c2ccccn2)C2CCCCC2)cc1,-2,-2,-8,-4,-4,i,·,·,·,-8
COCCCn1c(-c2cccs2)nc2nc3ccccc3nc21,0,-2,3,-145,24,i,16,1,0,3
